CSN inh – blocks human CSN-mediated cullin deneddylation; Purified CSN, SCF-Nedd8-OG deneddylation, fluorescence polarization; inhibition, % at 12.5 µM; 0.38% of 360,000 active;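 active = pattern-corrected inhibition above about 35%, with an unprinted fluorescence ratio check between 0.5 and 1.5, limit read from the data, passing the limit was not always enough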;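 note: 0% = enzyme with substrate and 100% = substrate without enzyme; some results filed as inactive read as strong as hits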
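test system = HEK293T-derived human Csn5 enzyme | amount = 0.24 nM Csn5 enzyme, final concentration | medium = Tris/NaCl/DTT buffer, pH 7.5 | schedule = 90 min reaction at room temperature | signal = FP | evaluation = inhibition of Csn5 cleavage, % | compound dosing = single dose of 12.5 µM compound with 0.25% DMSO | probe or stimulus = 10 nM SCFSkp2-Nedd8OG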
TbMetRS inhib – blocks T. brucei methionyl-tRNA synthetase activity; inhibition, % at 11.9 µM; purified T. brucei MetRS, ATP depletion, Kinase-Glo luminescence; AID 624268; 0.4% of 360,000 active;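 active = inhibition above a per-plate cutoff of the control wells' mean inhibition plus 3 SD, cut at about 5.5% in these data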;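 note: 0% = DMSO wells median and 100% = median of wells with control inhibitor compound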
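Material – parasite MetRS enzyme · Medium – HEPES-MgCl2-KCl buffer plus DTT, spermine, BSA, pyrophosphatase · Reagent – ATP, methionine and E. coli bulk tRNA substrates · Times – 15 min enzyme-compound preincubation, 2 h reaction, 10 min detection, 25 °C · Measured by – luminescence of leftover ATP · Evaluation – percent inhibition relative to median high and low control wells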
STEP inh – STEP (human) phosphatase inhibition; P54829; recombinant STEP, OMFP fluorogenic substrate, fluorescence; inhibition, % at 20 µM; 0.25% of 360,000 active; AID 588621;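 active = inhibition at 20 µM, scaled per plate between control wells, above about 37%, limit read from the data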;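 note: 0% = DMSO with enzyme and substrate and 100% = substrate only without enzyme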
Target sequence (P54829 whole entry, looked up): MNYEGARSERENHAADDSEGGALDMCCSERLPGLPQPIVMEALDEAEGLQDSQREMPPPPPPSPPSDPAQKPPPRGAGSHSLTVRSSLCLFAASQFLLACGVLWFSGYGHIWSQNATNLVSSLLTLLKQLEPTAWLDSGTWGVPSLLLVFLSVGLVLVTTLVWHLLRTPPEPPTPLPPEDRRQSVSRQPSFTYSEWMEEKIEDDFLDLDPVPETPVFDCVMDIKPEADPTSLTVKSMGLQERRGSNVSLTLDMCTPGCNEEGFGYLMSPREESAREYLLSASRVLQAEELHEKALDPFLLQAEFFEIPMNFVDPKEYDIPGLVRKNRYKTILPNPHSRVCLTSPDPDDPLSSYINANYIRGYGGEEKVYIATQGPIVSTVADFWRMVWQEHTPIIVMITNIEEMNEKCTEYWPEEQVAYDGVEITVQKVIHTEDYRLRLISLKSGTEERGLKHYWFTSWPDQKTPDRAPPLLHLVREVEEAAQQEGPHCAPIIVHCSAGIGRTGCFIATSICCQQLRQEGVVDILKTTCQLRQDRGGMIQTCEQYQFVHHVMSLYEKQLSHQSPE
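System: STEP phosphatase, cell-free reaction; Buffer or medium: Bis-Tris pH 6.0 buffer with DTT, detergent; Incubation: 20 min at room temperature, dark; Measured by: fluorescence, 480/540 nm.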
Scp1 inh – inhibitors of human Scp-1 phosphatase | Q9GZU7 | Recombinant Scp1, phosphopeptide, malachite green phosphate absorbance | inhibition, % at 20 µM | 0.88% of 340,000 active | AID 493091;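 active = inhibition above about 50% at 20 µM, limit read from the data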;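 note: plate controls were DMSO wells with enzyme for no effect and wells lacking enzyme for full effect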
Target sequence (Q9GZU7 76-261 limits assumed): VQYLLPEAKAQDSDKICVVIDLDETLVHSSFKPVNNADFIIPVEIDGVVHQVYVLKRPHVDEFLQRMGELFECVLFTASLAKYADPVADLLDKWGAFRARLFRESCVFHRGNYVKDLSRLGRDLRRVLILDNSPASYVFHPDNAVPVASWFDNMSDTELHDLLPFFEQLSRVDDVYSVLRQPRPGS
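Assay system: SCP-1 catalytic fragment, aa 76-261 | Buffer or medium: Tris acetate buffer pH 5.5 with MgCl2 and Tween-20 | Compound: One concentration, 20 µM, with 1.0% DMSO | Also added: Phospho 17-mer peptide substrate | Signal: Absorbance at 630 nm | Incubation: 45 min enzyme reaction at room temperature | Measure: % inhibition of SCP-1 phosphate liberation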
SUMO1-SIM PPI – SUMO1-SIM interaction modulation. P63165. inhibition, % at 20 µM. 0.33% of 360,000 active. SUMO1 binding to a labelled peptide, TR-FRET, 1 h; in the data active = inhibition above about 37%
Target sequence (P63165 whole entry, looked up): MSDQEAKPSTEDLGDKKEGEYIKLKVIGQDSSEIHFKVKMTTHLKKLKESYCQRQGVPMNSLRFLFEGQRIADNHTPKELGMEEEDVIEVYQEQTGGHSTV
MsrA inh – inhibitors of bovine MsrA. 0.75% of 360,000 active. AID 651718. purified bovine MsrA, absorbance read-out. inhibition, % at 15.5 µM; in the data active = inhibition above about 4.5%;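 note: 0% = vehicle wells with enzyme and 100% = reference inhibitor wells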
NadD inh – inhibitors of Staphylococcus aureus NadD; purified NadD enzyme, colorimetric absorbance read-out; inhibition, % at 20 µM; 0.78% of 360,000 active; AID 602399; in the data active = inhibition above about 26%; note: some compounds past the cut are filed as inactive
LMPTP block – LMPTP (human) inhibition | inhibition, % at 20 µM | 0.22% of 360,000 active | recombinant LMPTP-A, OMFP fluorogenic substrate, fluorescence intensity | P24666 | AID 651560;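 active = compounds that cut the enzyme signal by at least half of the control window in the single-dose screen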;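 note: plate controls were DMSO wells with enzyme plus substrate for no effect and substrate without enzyme for full effect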
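Assay system: LMPTP-A phosphatase enzyme | Input: 0.625 nM enzyme | Also added: Fluorogenic phosphatase substrate OMFP at 400 µM final | Compound dosing: One test concentration per compound, 20 µM, with 3% DMSO overall | Schedule: 50 min enzyme reaction at room temperature, protected from light | Signal: Fluorescence intensity | Benchmarks: no-enzyme and uninhibited controls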
DNMT1 inh – DNMT1 (human) enzyme inhibition. P26358. DNMT1 molecular beacon, Hinp1I cleavage, fluorescence. inhibition (reported as % activation of signal), % at 10 µM. 0.83% of 360,000 active. AID 588458; in the data active = inhibition above about 50%
Rpn11 block – blocks the human proteasome subunit Rpn11. O00487. human 26S proteasome, Ub4-pepOG fluorescence polarization; 20S core pre-blocked with epoxomicin. calls only at 20 µM. 0.59% of 360,000 active. AID 588493;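 active = inhibition at 20 µM, scaled to each plate's controls, above about 33%, limit read from the data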
The depositor's hits bear a star; i = inactive; · = no result given.

no.	smiles	CSN inh	TbMetRS inhib	STEP inh	Scp1 inh	SUMO1-SIM PPI	MsrA inh	NadD inh	LMPTP block	DNMT1 inh	Rpn11 block
1	CCOC(=O)N1CCN(C(=O)CSc2nc(=O)n3ccc(C)cc3n2)CC1	-1	-0.3	-2	-2	-4	1.4	1	1.0	1	i
2	COc1ccc(NC(=S)N2c3ccccc3CC2C)cc1OC (centres undefined)	12	0.2	1	-1	-4	1.7	0	0.7	-8	i
3	C/C(=N\NC(=O)c1nn(C)c(C)c1Br)c1cccc(NC(=O)c2ccoc2C)c1	-1	-0.5	-2	-11	4	0.3	0	-0.1	-1	i
4	Cn1cc(C(=O)OCC2CCN(CCNS(C)(=O)=O)CC2)c2ccccc21	-6	-0.8	3	-11	5	0.6	-2	-0.1	-1	i
5	COc1cc(/C=C2\C(=N)N3N=C(N4CCOCC4)SC3=NC2=O)ccc1OC(=O)c1ccccc1	2	-1.0	2	10	14	0.0	37*	0.1	2	i
6	COc1cc(OC)c2c(c1)OC(=O)CC2c1ccc2c(c1)OCO2 (centres undefined)	-1	-0.2	1	-1	-4	0.3	-3	1.0	-8	i
7	CC(=O)c1ccc(S(=O)(=O)N2CCC3(CC2)CC(=O)c2ccccc2O3)cc1	-8	0.1	3	2	-1	0.3	-9	-0.6	1	i
8	CC(C)(C)NC(=O)COC(=O)c1ccccc1OCC(=O)Nc1ccc(Br)cc1	2	-0.3	0	-3	3	0.3	-10	0.5	-1	i
9	COCCCn1c(SCC(=O)NC(C)(C)C)nnc1-c1cccs1	-2	0.7	8	-4	1	0.2	-5	-1.0	0	i
10	COc1ccccc1-n1c(SCC(=O)NC2CCS(=O)(=O)C2)nc2ccccc2c1=O (centres undefined)	-3	-0.5	-1	-10	-2	0.2	-4	-1.4	0	i
11	Cc1ccc(S(=O)(=O)Nc2c(NC3CCCCC3)c3ccccc3oc2=O)cc1C	2	0.6	1	-11	7	1.4	6	0.3	-2	i
12	Cc1ccc(NC(=O)CN2C(=O)c3ccccc3S2(=O)=O)c(C)c1	-4	0.2	0	-6	-4	0.1	3	-0.4	1	i

Part of the list above, with values under each structure.
The line under a structure holds: CSN inh	TbMetRS inhib	STEP inh	Scp1 inh	SUMO1-SIM PPI	MsrA inh	NadD inh	LMPTP block	DNMT1 inh	Rpn11 block
3	C/C(=N\NC(=O)c1nn(C)c(C)c1Br)c1cccc(NC(=O)c2ccoc2C)c1
 : -1	-0.5	-2	-11	4	0.3	0	-0.1	-1	i
4	Cn1cc(C(=O)OCC2CCN(CCNS(C)(=O)=O)CC2)c2ccccc21
 : -6	-0.8	3	-11	5	0.6	-2	-0.1	-1	i
5	COc1cc(/C=C2\C(=N)N3N=C(N4CCOCC4)SC3=NC2=O)ccc1OC(=O)c1ccccc1
 : 2	-1.0	2	10	14	0.0	37*	0.1	2	i

(next part)
no.	smiles	CSN inh	TbMetRS inhib	STEP inh	Scp1 inh	SUMO1-SIM PPI	MsrA inh	NadD inh	LMPTP block	DNMT1 inh	Rpn11 block
13	CCOC(=O)c1nc(C)n(-c2ccc(Cl)cc2)n1	-1	-0.5	0	-7	0	-1.8	5	-1.3	6	i
14	COc1ccc(C(=O)OCC(=O)Nc2ccc3c(c2)OCO3)cc1S(=O)(=O)N1CCOCC1	1	-0.3	2	-3	7	0.5	1	-0.1	-2	i
15	CCOc1ccc(N(CC(=O)Nc2cccc(Cl)c2)S(=O)(=O)c2c(C)noc2C)cc1	1	-0.9	-6	3	0	1.2	-11	-1.3	-7	i
16	CCOC(=O)C1(CCOC)CCCCC1=O (centres undefined)	-3	-0.4	-2	·	2	-0.1	0	-1.2	-1	i
17	Nc1cccc(CN2CCCC2)c1	-4	0.1	2	-6	1	0.4	-7	4.0	-2	i
18	CCOc1ccc(NC(=O)CC2C(=O)N(c3ccccc3)C(=O)N2CCOC)cc1 (centres undefined)	-2	0.3	-2	-4	3	-0.1	1	-1.3	0	i
19	COc1cccc(CNC(=O)c2nnn(CC(=O)Nc3cc(Cl)ccc3C)c2N)c1	21	-0.5	-2	3	1	-0.3	-1	5.0	18	i
20	COc1ccc(S(=O)(=O)Nc2cc3c4c(c2)CCC(=O)N4CCC3)cc1	-1	-0.3	3	-6	4	-0.6	-2	-0.7	0	i
21	Cc1ccccc1Nc1nnc(SCC(=O)NCc2ccco2)s1	2	-0.5	2	19	0	0.8	3	-0.5	7	i
22	CC1(C)Cc2ccccc2-c2nc3n(c(=O)c21)CCCS3	-6	-0.9	2	-3	0	0.9	-2	1.3	-2	i
23	Cc1nn(Cc2ccc(F)cc2)c(C)c1NC(=O)c1cnn2c1NC(c1cccs1)CC2C(F)(F)F (centres undefined)	5	-0.2	1	-4	-5	0.1	2	1.3	-2	i
24	CCN1C(=O)C(CC(=O)Nc2ccc(OC)cc2)N(Cc2ccc3c(c2)OCO3)C1=S (centres undefined)	-7	0.2	-4	-16	1	-0.8	-8	0.3	-1	i

Printed as active in NadD inh (from the list above):
no.	smiles	CSN inh	TbMetRS inhib	STEP inh	Scp1 inh	SUMO1-SIM PPI	MsrA inh	NadD inh	LMPTP block	DNMT1 inh	Rpn11 block
5	COc1cc(/C=C2\C(=N)N3N=C(N4CCOCC4)SC3=NC2=O)ccc1OC(=O)c1ccccc1	2	-1.0	2	10	14	0.0	37*	0.1	2	i

Additional records follow:
no.	smiles	CSN inh	TbMetRS inhib	STEP inh	Scp1 inh	SUMO1-SIM PPI	MsrA inh	NadD inh	LMPTP block	DNMT1 inh	Rpn11 block
25	N#Cc1nc(COc2ccccc2Cl)oc1NCc1cccnc1	-3	0.6	8	-5	6	0.4	-1	3.6	2	i
26	C(=N\n1cnnc1)/c1ccc(OCc2cccc3ccccc23)cc1	1	-0.6	2	1	-11	1.5	-5	3.8	-11	i
27	Cc1cc(-c2cccs2)c2c(n1)sc1c(=O)[nH]c(=O)[nH]c12	-3	-1.2	2	3	-10	0.5	0	-2.1	3	i
28	Cn1c(=O)[nH]c2c(c1=O)CCO2	-1	-0.2	-2	-5	-1	-0.9	-5	-2.1	0	i
29	COc1ccccc1OCCC(=O)OCC(=O)Nc1cc(S(=O)(=O)N2CCOCC2)ccc1Cl	1	0.5	1	25	-1	-0.8	-4	-0.1	1	i
30	CCSc1nnc(NC(=O)C(Cc2ccccc2)n2cccc2)s1 (centres undefined)	-2	0.0	-2	-5	1	-0.5	0	-0.6	0	i
31	COc1cccc2cc(C(=O)C3=C(O)C(=O)N(CCN4CCOCC4)C3c3ccc(Cl)cc3)oc12 (centres undefined)	17	-0.1	3	-4	-7	-0.5	12	3.9	-2	i
32	N#Cc1c2n(c(=S)n(-c3ccccn3)c1=O)CCCCC2	-3	-0.9	1	3	13	0.4	2	-1.6	-3	i
33	C[C@H](CO)N1C[C@H](C)[C@H](CN(C)Cc2ccncc2)OCc2ccccc2-c2c(n(C)c3ccccc23)C1=O	3	-0.8	-1	·	5	-0.3	4	-1.6	-7	i
34	COC(=O)C(C)Oc1ccc2cc(-c3ccccc3)c(=O)oc2c1 (centres undefined)	-3	0.7	2	-8	-25	0.9	-10	-0.3	1	i
35	COC(=O)c1cc(-c2cccc([N+](=O)[O-])c2)c2c(=O)[nH]c(=O)n(C)c2n1	-3	-1.0	-2	1	-13	-0.1	1	0.0	-2	i
36	Clc1ncccc1OCc1ccccc1	10	-0.1	2	-11	-1	1.5	-3	-1.0	1	i

Entries shown so far that contain a tert-butyl group:
no.	smiles	CSN inh	TbMetRS inhib	STEP inh	Scp1 inh	SUMO1-SIM PPI	MsrA inh	NadD inh	LMPTP block	DNMT1 inh	Rpn11 block
8	CC(C)(C)NC(=O)COC(=O)c1ccccc1OCC(=O)Nc1ccc(Br)cc1	2	-0.3	0	-3	3	0.3	-10	0.5	-1	i
9	COCCCn1c(SCC(=O)NC(C)(C)C)nnc1-c1cccs1	-2	0.7	8	-4	1	0.2	-5	-1.0	0	i

Screening data (PubChem)
